Peg3 prom inh = reduces Peg3 promoter-driven luciferase expression in HeLa; HeLa PEG-Prom luciferase reporter, luminescence, overnight; inhibition, % at 20 µM; 360,000 compounds, 1.7% hits; AID 588405;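 active = inhibition of at least 50% at 20 µM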
NR2E3 ag-1 = activates human photoreceptor nuclear receptor NR2E3 | Q9Y5X4 | GST-NR2E3/biotin-RetCOR TR-FRET, 1536-well | inhibition of corepressor binding, % at 4.78 µM | 320,000 compounds, 0.12% hits | AID 2300;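 active = percent inhibition above the cutoff of mean plus 3 SD of all tested compounds, set per screening campaign, cut at about 20% in these data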;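 also: 0% = DMSO wells and 100% = biotin wells as full block of FRET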
Target sequence (Q9Y5X4 whole entry, looked up): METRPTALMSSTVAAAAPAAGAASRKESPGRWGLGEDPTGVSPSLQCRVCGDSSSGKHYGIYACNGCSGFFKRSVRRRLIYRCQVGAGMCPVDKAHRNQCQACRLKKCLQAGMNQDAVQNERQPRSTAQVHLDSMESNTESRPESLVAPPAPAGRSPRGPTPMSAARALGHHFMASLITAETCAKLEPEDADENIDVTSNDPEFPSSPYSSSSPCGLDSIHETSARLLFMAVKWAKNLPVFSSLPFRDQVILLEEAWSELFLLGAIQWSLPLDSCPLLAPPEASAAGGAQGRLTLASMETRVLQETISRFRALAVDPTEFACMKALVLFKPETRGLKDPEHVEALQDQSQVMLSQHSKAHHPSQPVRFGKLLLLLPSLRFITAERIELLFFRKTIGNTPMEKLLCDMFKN
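Assay system: NR2E3–RetCOR corepressor complex. Quantity: 1.35 nM GST-NR2E3. Buffer or medium: pH 7.5 Tris-based buffer. Reagent: biotinylated RetCOR corepressor at 7 nM final. Schedule: 5 h at 4 °C. Detection: TR-FRET, emission read at 617 and 671 nm. Replicates: one well per compound, singlicate testing.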
TRPM1 prom inh = MITF TRPM1 promoter inhibition in SK-MEL-5 cells. SK-MEL-5 TRPM1 promoter luciferase, 24 h. inhibition, % at 12.5 µM. 330,000 compounds, 0.83% hits. AID 488899;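 active = mean inhibition across replicates of 60% or more, whatever share of single replicates reaches that level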; also: values of inactives mirror those of a sister screen read the other way
NR2E3 ag-2 = human photoreceptor-specific nuclear receptor agonism. Q9Y5X4. CHO-S Gal4-NCOR/VP16-NR2E3 two-hybrid, luciferase. inhibition of corepressor binding, % at 3.98 µM. 360,000 compounds, 0.35% hits. AID 602229;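 active = inhibition above the mean of all tested compounds plus 3 SD, cut at about 70% in these data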;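 also: 0% = DMSO with NR2E3 transfected cells and 100% = cells lacking NR2E3 construct; higher means lower luciferase signal from less NR2E3 corepressor binding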
TWEAK Fn14 block = TWEAK-Fn14 signaling inhibition; inhibition, % at 10 µM; TWEAK-stimulated Fn14 reporter cells, luciferase luminescence, 8 h; 360,000 compounds, 2% hits; in the data active = inhibition above about 50%
Shn3 3UTR inh = reduces Shn3 3'UTR luciferase signal in osteoblasts. Clone20 osteoblast Shn3 3'UTR firefly luciferase, 24 h. inhibition, % at 12.5 µM. 360,000 compounds, 0.52% hits;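 active = mean inhibition of at least 75% with every replicate also reaching 75%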;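 also: 0% = median of neutral control wells and 100% = pilot-screen positive control compound; some compounds past the cut are filed as inactive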
hiPSC survival = enhancers of human iPSC single-cell survival; hiPSC single-cell survival, ATPlite luminescence; 100% = ROCK inhibitor wells, 0% = DMSO; survival enhancement, % at 20 µM; 360,000 compounds, 0.044% hits; in the data active = survival enhancement above about 18%;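 also: cells exposed to compounds for 16 hours before the ATP read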
CF NFkB block = blocks PAF-induced NF-kB reporter in cystic fibrosis cells. KKLEB NF-kB-GFP reporter, GFP fluorescence overnight. 360,000 compounds, 0.86% hits. inhibition, % at 5 µM;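 active = at least 50% inhibition at 5 µM, scaled per plate between neutral and stimulator controls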;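 also: PAF is a Pseudomonas aeruginosa culture filtrate used as stimulus; plate controls were PAF-stimulated DMSO wells for no effect and unstimulated DMSO wells for full effect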
HIF-2a inh = blocks HIF-2a reporter activity; 360,000 compounds, 0.72% hits; inhibition, % at 18.8 µM; AID 624352; 786-0 RCC cells HIF-2a reporter, luciferase luminescence, overnight;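 active = inhibition of the luminescence signal of 40% or more relative to plate controls, in a single-dose primary screen at 18.75 µM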
KKLEB cytotox = counter-screen for CF NF-kB inhibitors: cytotoxicity; activity change (cytotoxicity), % at 5 µM; 360,000 compounds, 0.36% hits; KKLEB CF airway cells viability, ATPlite luminescence, overnight; stronger effect = lower value; cells stimulated with P. aeruginosa culture filtrate;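 active = corrected activity change at or below -50% at 5 µM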
aDG glyco up = alpha-DG glycosylation activation; Pro5-aDG cells, alpha-DG glycosylation AlphaScreen (IIH6); 0% Pro5, 100% B10-LARGE cell signal; activation, % at 10 µM; 360,000 compounds, 0.22% hits; AID 624168;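 active = activation of at least 8% versus controls, or a plate z-score of at least 8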;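 also: Pro5 are CHO cells carrying HIG-tagged alpha-DG that lacks glycosylation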
Active calls of the source: *; nt = no result given; & = joins results of further samples.

Value order – KKLEB cytotox | NR2E3 ag-1 | HIF-2a inh | hiPSC survival | Peg3 prom inh | NR2E3 ag-2 | CF NFkB block | TWEAK Fn14 block | Shn3 3UTR inh | aDG glyco up | TRPM1 prom inh
1) N#CC(/C(=N/S(=O)(=O)c1cccs1)c1ccccc1)c1nc2ccccc2[nH]1 (stereo not drawn)
    5 | 0 | 4 | -0.9 | 29 | -6 | 17 | -30 | 6 | -0.1 | 2
2) CCOC(=O)C1CCN(S(=O)(=O)c2ccc3c4c2CC(=O)N4CC(C)S3)CC1 (stereo not drawn)
    -5 | 9 | 10 | 0.2 | 22 | 10 | 6 | -22 | 0 | 0.0 | -2
3) CC(=O)c1c(C)[nH]c(C(=O)OCC(=O)NCCC(C)C)c1C
    2 | -3 | 0 | 1.6 | 7 | -9 | -5 | 17 | -3 | 0.5 | 2
4) Cc1ccc(N2CC(C(=O)N3CCCc4ccccc43)CC2=O)cc1 (stereo not drawn)
    8 | 0 | -6 | 2.3 | 1 | 9 | -2 | -12 | 9 | 0.1 | -11
5) Cc1cccc(C(=O)Nc2ccc(C(=O)c3ccccc3)cc2)c1
    4 | -3 | -179 | -0.1 | -131 | -65 | -5 | -22 | -25 | 0.3 | nt
6) COc1ccc(Cl)cc1S(=O)(=O)N1CCCC1
    4 | 0 | 2 | -0.3 | -3 | 8 | -4 | -12 | -2 | -0.3 | -4
7) O=C(c1ccccc1)c1c[nH]c(C(=O)C(Cl)(Cl)Cl)c1
    11 | 2 | -5 | -5.0 | 40 | 4 | -35 | 28 | -6 | -0.1 | 5
8) Cc1ccc(S(=O)(=O)NN2C(=O)c3ccccc3NC2(C)C)cc1
    -6 | 1 | 11 | 0.1 | 7 | -9 | -4 | -16 | 5 | -0.1 | -5
9) Cc1cc(N2C(=O)C(O)=C(C(=O)c3cccs3)C2c2cccc(O)c2)no1 (stereo not drawn)
    1 | 9 | 5 | 1.2 | 10 | -14 | -6 | 10 | -14 | -0.1 | -2
10) COc1cccc(C(O)c2nc(-c3cc4ccccc4o3)cs2)c1 (stereo not drawn)
    16 | nt | -197 | -1.1 | -163 | -28 | -21 | 4 | -31 | 0.3 | nt
11) CC(=O)CSc1nnc(NC(=O)CCc2ccccc2)s1
    -4 | -1 | -29 | -0.2 | -36 | -2 | -2 | 3 | -7 | -0.2 | -7
12) CSc1ccccc1NC(=O)CN(C)C(=O)CCc1c[nH]c2ccccc12
    -4 | 1 | -10 | -0.4 | 3 | -5 | 8 | -1 | 4 | 0.0 | 7
13) O=C(Nc1ccc(S(=O)(=O)NC2=NCCCCC2)cc1)C1COc2ccccc2O1 (stereo not drawn)
    3 | -3 | 26 | -0.6 | 11 | 16 | -15 | 6 | -15 | 0.2 | 5
14) CCCC1=[N+](CC(=O)c2ccccc2)CCn2cccc21
    -5 | -3 | -14 | 0.4 | -20 | -17 | -1 | 4 | -36 | 0.1 | 10
15) COc1ccc(N2CC(NS(=O)(=O)c3ccc4ccccc4c3)CC2=O)cc1 (stereo not drawn)
    11 | 0 | 19 | 0.5 | 45 | 22 | -34 | 12 | 23 | 0.0 | 2
16) O=C(NCC(c1ccco1)N1CCOCC1)c1ccc(F)c(F)c1 (stereo not drawn)
    -5 | -1 | 9 | 0.4 | 6 | 4 | 13 | 10 | 4 | 0.3 | -3
17) Cc1cc(C)c(S(=O)(=O)Nc2ccc(O)c(Sc3ncn[nH]3)c2)c(C)c1
    3 | -2 | 19 | 0.3 | 12 | 8 | 7 | 13 | -1 | -0.2 | 11
18) CCOC(=O)NC(=O)CSc1nc(C)cc(C(F)(F)F)c1C#N
    0 | 2 | -179 | -1.7 | -139 | -56 | 0 | -1 | -34 | -0.3 | -24
19) CCn1c(SCC(=O)Nc2nc(C)cs2)nnc1C(C)NC(=O)c1ccccc1 (stereo not drawn)
    -1 | -3 | 17 | -0.7 | 9 | -1 | -6 | -1 | -3 | -0.2 | 5
20) C/C(N)=C(/C#N)C(=O)COC(=O)C(NS(=O)(=O)c1ccc(Cl)cc1)C(C)O (stereo not drawn)
    0&-6 | 1 | 4&12 | -2.1&2.7 | 6&7 | -1&-6 | -7&7 | -17&0 | 20&7 | -0.1&0.0 | -3&12

Remaining list, next part
Value order – KKLEB cytotox | NR2E3 ag-1 | HIF-2a inh | hiPSC survival | Peg3 prom inh | NR2E3 ag-2 | CF NFkB block | TWEAK Fn14 block | Shn3 3UTR inh | aDG glyco up | TRPM1 prom inh
21) Nc1ccc(-c2ccc(C(=O)O)s2)cn1
    8 | 6 | -6 | 2.1 | -15 | -54 | -7 | 1 | -5 | -0.3 | -7
22) CN(CC(=O)Nc1ccc(N2CCOCC2)cc1)CC(=O)Nc1cccc(C#N)c1
    2 | 0 | -3 | 0.2 | 16 | 18 | -16 | 1 | 13 | 0.2 | 5
23) COc1ccc(C)cc1S(=O)(=O)N1CCCC(C(=O)NC2CC2)C1 (stereo not drawn)
    12 | 5 | 18 | -0.3 | 3 | 20 | -8 | -7 | 20 | 0.6 | 12
24) CCOC(=O)c1oc2ccccc2c1N
    5 | 0 | -119 | 3.1 | -130 | -30 | 0 | -3 | -16 | -0.2 | -42
25) COc1ccc(C(=O)Sc2ccc(Cl)cc2)cc1OC
    -13 | -3 | -31 | -5.4 | 14 | -18 | 25 | 57* | 1 | -0.3 | -16
26) CCOc1cccc(-c2nnc3sc(-c4cc(OC)c(OC)c(OC)c4)nn23)c1
    -37 | 4 | 3 | 1.2 | 41 | 5 | 19 | -55 | 2 | -0.2 | -1
27) CN(C)CCNC(=O)c1[nH]c(C(F)(F)F)nc1-c1ccccc1
    4 | nt | 11 | -2.3 | 0 | -2 | 7 | 10 | -2 | -0.1 | nt
28) Cc1[nH]n(-c2ccccc2)c(=O)c1C(C[N+](=O)[O-])c1ccc(F)cc1 (stereo not drawn)
    2 | 1 | 13 | -1.5 | -2 | 4 | 29 | -13 | -25 | 1.1 | -1
29) CCCCCCCC(=O)NC(Nc1ccc(S(N)(=O)=O)cc1)C(Cl)(Cl)Cl (stereo not drawn)
    6 | 2 | 22 | 0.2 | 16 | 26 | -1 | 29 | 6 | 1.6 | 3
30) CCOC(=O)CSc1n[nH]c(=S)s1
    8 | 0 | 15 | -0.2 | 10 | 13 | -9 | -3 | -21 | -0.1 | 5
31) C=CCC[C@@H](Cc1ccc(F)cc1)C(=O)OC[C@@H](C)NC(=O)[C@@H](CC=C)CC(=O)N[C@H](CO)Cc1ccccc1
    -23 | nt | 10 | 1.6 | 18 | -2 | 15 | 8 | 8 | 0.2 | 8
32) CC1(C)Cc2cccc(OCC(=O)O)c2O1
    -28 | -2 | 3 | -0.5 | 7 | -5 | 13 | -4 | 7 | -0.4 | 4
33) COC(=O)c1cc(OC)c(OC)cc1N
    -1 | -3 | -4 | -4.1 | -11 | -29 | 2 | 13 | -11 | 0.8 | 10
34) COc1ccc(CNC(=O)c2cccc(-c3ccc(C)c4ccccc34)n2)cc1
    -18 | 1 | 16 | -2.3 | 9 | -21 | 31 | 4 | -8 | 0.9 | 1
35) Cc1cc(/C=C2\SC(=Nc3ccc(F)cc3)NC2=O)c(C)n1-c1ccc(S(N)(=O)=O)cc1
    1 | 2 | 12 | 3.8 | 9 | -101 | 23 | -13 | nt | -0.3 | 30
36) COc1ccc(C2C(C(C)=O)=C(O)C(=O)N2CCc2c[nH]c3ccccc23)cc1OC (stereo not drawn)
    4 | 0 | 17 | -3.3 | 0 | -12 | -8 | -12 | -1 | 0.1 | -14
37) COc1ccc2c(c1)[C@H]1[C@H](CO2)[C@H](c2ccccc2)[C@]2(C)C(=O)Nc3cc(OC)c(OC)cc3C(=O)N12
    -3 | 5 | 20 | 2.0 | -8 | 3 | 22 | -15 | -7 | -0.1 | 11
38) CCC(C)Sc1ccc([C@@H]2[C@@H]3C(=O)N(CC)C(=O)[C@@H]3[C@]3(C(=O)OC)CCCCN23)cc1OC (stereo partly drawn)
    0 | nt | 10 | 0.5 | -4 | -18 | 17 | -3 | 9 | 0.1 | 3
39) Cc1ccnc(SC2CC(=O)N(c3ccc([N+](=O)[O-])cc3)C2=O)n1 (stereo not drawn)
    8 | 0 | 3 | 3.5 | 13 | 3 | 19 | 0 | 11 | -0.1 | 7
40) COc1ccc(Cl)cc1S(=O)(=O)N1CCC(C(=O)NCCC2=CCCCC2)CC1
    15 | 2 | 1 | 1.1 | -3 | 1 | -14 | -3 | 11 | 0.0 | -1

Other records:
Value order – KKLEB cytotox | NR2E3 ag-1 | HIF-2a inh | hiPSC survival | Peg3 prom inh | NR2E3 ag-2 | CF NFkB block | TWEAK Fn14 block | Shn3 3UTR inh | aDG glyco up | TRPM1 prom inh
41) O=C(COc1ccc(Br)cc1Br)NC(=S)Nc1cccc(CO)c1
    -21 | 0 | -141 | -2.6 | -161 | -12 | -9 | -33 | -29 | -0.2 | 0
42) CCn1cc(/C=C(\NC(=O)c2ccccc2F)C(=O)NCCCN2CCOCC2)c2ccccc21
    5 | -2 | 0 | -0.4 | -8 | -22 | 7 | 68* | -10 | 0.4 | 5
43) CC(=O)NC(N1CCCCC1)C(F)(F)C(F)(F)C(F)(F)C(F)F (stereo not drawn)
    2 | 2 | -1 | -1.3 | 2 | -2 | -2 | -23 | 11 | -0.1 | -6
44) Nc1ccc(C2=Nc3cccc4cccc(c34)N2)cc1
    0 | nt | 3 | -2.8 | 0 | 13 | -13 | -11 | -10 | -0.4 | 9
45) COc1ccc(C2CC(C)=NN2C=O)cc1OC (stereo not drawn)
    -4 | -3 | 18 | -0.4 | -1 | -18 | 8 | -1 | -24 | 0.0 | -9
46) COc1ccc(OC)c(NP2(=O)OCC(C)([N+](=O)[O-])CO2)c1 (stereo not drawn)
    13 | nt | -2 | 6.7 | -4 | 19 | -4 | 16 | -14 | 0.1 | -22
47) Cc1ccc(CNC(=O)C2CCCN2S(=O)(=O)c2ccc3c(c2)C(C)(C)C(=O)N3C)cc1 (stereo not drawn)
    -14 | 1 | 11 | 1.4 | -1 | 5 | 11 | -22 | -12 | 0.1 | -2
48) O=C(N/C(=C\c1ccc(Br)cc1)C(=O)N1CCOCC1)c1ccco1
    -7 | 1 | 4 | -0.6 | -15 | -28 | -7 | 30 | 11 | -0.2 | 9

Source: PubChem (several laboratories)
